Screening results as filed in PubChem.
OX1R antag-1: blocks the human orexin 1 receptor; CHO/OX1R cells, Fluo-8 calcium fluorescence, orexin A; inhibition, % at 5 µM; 330,000 tested, 0.43% active; AID 434989;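 active means inhibition above its plate's threshold, mean inhibition of all tested compounds on the plate plus 3 SD, cut at about 37% in these data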;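 further: 0% = orexin A challenge wells and 100% = SB-334867-A antagonist wells; not every result past the cut was called active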
Target sequence (O43613 whole entry, looked up): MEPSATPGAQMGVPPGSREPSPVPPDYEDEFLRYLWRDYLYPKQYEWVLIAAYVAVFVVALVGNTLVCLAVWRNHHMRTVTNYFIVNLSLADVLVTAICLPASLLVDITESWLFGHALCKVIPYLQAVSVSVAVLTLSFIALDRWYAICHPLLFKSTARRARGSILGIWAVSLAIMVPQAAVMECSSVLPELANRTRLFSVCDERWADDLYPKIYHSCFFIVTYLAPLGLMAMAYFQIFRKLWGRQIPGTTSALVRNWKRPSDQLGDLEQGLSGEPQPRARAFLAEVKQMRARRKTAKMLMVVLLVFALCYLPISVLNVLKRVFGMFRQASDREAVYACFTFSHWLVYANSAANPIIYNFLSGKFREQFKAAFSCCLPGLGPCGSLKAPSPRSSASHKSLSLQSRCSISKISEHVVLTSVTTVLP
OX1R antag-2: antagonists of human orexin 1 receptor (OX1R); O43613; OX1R-expressing cells, FRET antagonist read-out; inhibition, % at 6.6 µM; 330,000 tested, 1.8% active; AID 485270; in the data active means inhibition mostly above about 38%, no sharp cut-off; inactive means mostly below about 40%;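 further: 0% = agonist challenge alone and 100% = reference antagonist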
Numbers without * were called inactive.

OX1R antag-2,OX1R antag-1,canonical_smiles
17,-16,CS(=O)(=O)N(CC(=O)N1CCCCC1)Cc1ccccc1
8,-3,COc1ccc2c(CC(=O)NNC(=O)c3ccccc3F)coc2c1
-3,-11,Cn1c(SCC(=O)N2CCN(c3ccccc3)CC2)nnc1-c1cc2ccccc2o1
12,-44,COc1ccccc1NC(=O)CSc1nnc(CC(=O)Nc2cccc(C(F)(F)F)c2)n1C
27,-10,CCCCCCOC(=O)c1ccccc1NC(=O)/C=C/C(=O)O
7,-15,Cn1c(CNc2ccc(Cl)cc2)nnc1SCc1ccccc1
25,-7,COc1ccccc1N(C(=O)c1ccco1)C(C(=O)NC1CCCC1)c1cccnc1 (stereo unspecified)
7,-27,COC(=O)c1ccc(NC(=O)CC2C(=O)N(c3ccc(C)cc3)C(=O)N2CC(C)C)cc1 (stereo unspecified)
4,-29,COc1ccc(S(=O)(=O)NCC2CCCN(Cc3ccc(O)cc3)C2)cc1 (stereo unspecified)
5,-8,COc1ccc(NC(=O)COC(=O)CCc2ccc(S(=O)(=O)N3CCOCC3)cc2)cc1OC
10,2,Cc1cc(F)ccc1S(=O)(=O)Nc1ccccc1C(=O)Nc1ccc2[nH]c(=O)[nH]c2c1
18,-15,Nc1ccc2c(c1)OC1(CCCC1)O2
32,-35,CC1Cc2ccccc2N1C(=O)/C=C/c1cccc(F)c1 (stereo unspecified)
21,7,C/C(CCN1CCc2nc(-c3ccccc3)c(-c3ccccc3)cc2C1)=N\OC[C@@H](C)[C@H](OCc1ccccc1)C(C)C
19,-2,O=C(NCc1ccco1)C(c1cccs1)N(C(=O)Cc1cccs1)c1ccccc1 (stereo unspecified)
14,-19,O=C(Nc1ccc(OC(F)(F)F)cc1)c1ccc2ccccc2n1
19,-11,CCC(=O)N1CCc2cc(S(=O)(=O)CCC(=O)N3CCN(c4ccc(Cl)cc4)CC3)ccc21
18,15,Cc1cc(C)c(S(=O)(=O)Nc2nnc(CC(C)C)s2)c(C)c1
43*,46*,COc1cccc(-c2cc3nc(-c4ccccc4)cc(N4CCC5(CC4)OCCO5)n3n2)c1
-1,8,C#CCOCCOCCOCCNc1nc(N2CCN(C(=O)[C@H]([C@@H](C)CC)n3cc([C@@H](N)CC(C)C)nn3)CC2)nc(N2CCN(C(=O)[C@H](CCCCN)n3cc([C@@H](N)C(C)CC)nn3)CC2)n1 (stereo partly specified)
42,-38,O=C(c1ccco1)N(CCCN1CCOCC1)c1nc(-c2ccc(Cl)cc2)cs1
10,-6,Cc1nn(CC(=O)NCCCN2CCCCC2C)c(=O)c2cccn12 (stereo unspecified)
13,-8,Cc1ccc(C(=O)Nc2ccc(S(=O)(=O)N3CCCC3)cc2)s1
11,-11,COc1ccc(CCC(=O)Nc2nc(C)c(C(=O)N(C)C)s2)cc1
34,-15,O=C1NC(c2cc(Cl)cc([N+](=O)[O-])c2O)Nc2ccccc21 (stereo unspecified)
15,-10,Cc1ccc2oc(C(=O)N(C)Cc3ccon3)c(C)c2c1
10,-24,CCc1ccc(NC(=S)N2CCC(NC(=O)c3ccccc3OC)CC2)cc1
22,-8,Cc1ccc(C(=O)NC2CC(C)(C)NC(C)(C)C2)cc1C
18,5,CCOc1cccc(C(=O)Nc2ccncc2)c1
15,-3,Nn1c(SCc2cccc(F)c2)nnc1-c1cccnc1
14,-19,CCCC1C(C#N)=C(N)Oc2n[nH]c(C(C)(C)C)c21 (stereo unspecified)
17,-22,CCN(CCCNC(=O)Cn1ncc2c(=O)oc3ccccc3c21)c1cccc(C)c1
4,11,COc1ccccc1C(=O)NC(=O)CSc1nncn1C(C)C
6,-3,c1cncc(-c2noc(CC3CCCCC3)n2)c1
17,-32,CCN1C(=O)C2(Nc3ccccc3-c3nc4ccccc4n32)c2cc(OC)ccc21 (stereo unspecified)
16,-21,CCC(=O)NCCCNc1nc2c(C)cccc2cc1C#N
6,-29,CCn1cc(C(=O)O)c(=O)c2cc(F)c(N3CCN(C(=S)NC(=O)c4cccc(C)c4)CC3)cc21
14,-25,Cn1/c(=N/NC(=O)c2cccc(OC(F)F)c2)sc2ccccc21
4,-26,Cc1ccc(C)c(OC(=O)CN2C(=O)c3ccccc3C2=O)c1
8,-20,CCN(CC)CCCN=C1N[C@@H](c2cccc(C(F)(F)F)c2)C(C(=O)OC)=C(C)N1CC
1,-13,CC(=O)Nc1ccc(C(=O)Nc2nnc(CCc3ccccc3)s2)cc1
13,-20,O=C(Nc1ncnc2sc3c(c12)CCC3)c1ccco1
2,-1,Cc1cc(Br)ccc1NC(=O)CN(C)C(=O)CNC(=O)Cc1ccccc1
36,-25,Cc1ccc(NC(=O)c2ccc(NCc3ccco3)c([N+](=O)[O-])c2)cc1Cl
26,-19,CN(CCc1ccccn1)Cc1ccc(Cl)c(Cl)c1
11,-12,O=C(NCc1ccccn1)c1ccc(OC2CCN(Cc3ccccc3O)CC2)cc1
2,-5,CCC(CC)C(=O)c1c[nH]c(C(=O)N2CCN(c3ccc(OC)cc3)CC2)c1
9,-26,Cn1c(N)c(C(=O)COC(=O)CC(NC(=O)c2ccccc2Cl)c2ccccc2)c(=O)n(C)c1=O (stereo unspecified)
-2,-20,Cc1ccc(Cl)c(NC(=O)COC(=O)c2nn(C)c(=O)c3ccccc23)c1Cl
35,-14,CN(CCOc1ccccc1)CC(=O)Nc1cccc(C#N)c1

The list continues.
OX1R antag-2,OX1R antag-1,canonical_smiles
8,-16,O=C(O)c1ccc(N2CCCCCC2)c(N2C(=O)c3ccccc3C2=O)c1
26,-23,O=C(COCc1cc(-c2ccc3c(c2)OCO3)on1)N1CCN(c2cccc(C(F)(F)F)c2)CC1
28,-23,O=C(c1ccc(F)cc1)N1CCCCC(Sc2nnnn2-c2ccccc2)C1=O (stereo unspecified)
22,-15,Cc1cc(C)cc(NC(=O)CSc2nccn2Cc2ccco2)c1
-6,-37,Cc1c(C(=O)NCC2COc3ccccc3O2)oc2ccc(S(=O)(=O)N(C)C3CCCCC3)cc12 (stereo unspecified)
7,-19,O=C(Nc1cccnc1)c1cc(-c2cccnc2)nc2ccc(Br)cc12
9,-18,COc1ccc(Cl)cc1N(C(C)C(=O)NC1CCCC1)S(C)(=O)=O (stereo unspecified)
24,-3,Cc1nc2ccc(N=NN(C)C)cc2[nH]1
13,-21,CCOc1ccc(C(C)=O)cc1COC(=O)C(C)N=C1NS(=O)(=O)c2ccccc21 (stereo unspecified)
2,5,CCC(c1nnc(SCC(=O)Nc2nnc(-c3ccccc3)o2)o1)N(C)C (stereo unspecified)
7,4,CSc1ccc(CNc2ccccc2)cc1
21,-9,CC(OC(=O)c1ccc2c(=O)n3c(nc2c1)CCC3)C(N)=O (stereo unspecified)
22,-4,O=C(O)c1cc(-c2ccc(N3CCOCC3)cc2)nn1-c1ccc(F)cc1F
6,-6,O=C(CN1CCC(NC(=O)c2ccccc2)CC1)NCc1ccccc1F
2,-4,O=C(NC1CCCC1)C1CC(O)CN1C(=O)Nc1ccccc1 (stereo unspecified)
12,1,O=C(N/N=C/C(Br)=C\c1ccccc1)c1n[nH]c2c1CCC2
-2,-9,CN(CC(=O)Nc1ccc(Cl)cc1)c1ccc(S(=O)(=O)N2CCCCC2)cc1[N+](=O)[O-]
20,-11,O=C(NCc1ccc2c(c1)OCO2)c1ccc(Cl)c(S(=O)(=O)NCc2ccccc2)c1
4,0,Cc1cc(C)cc(OCC(=O)Nc2ccc(N3CCCC3)cc2)c1
31,-4,Cc1ccc(/C=N/NC(=O)c2ccncc2)o1

Sorted by length of the SMILES (ascending): part of the list above
OX1R antag-2,OX1R antag-1,canonical_smiles
7,4,CSc1ccc(CNc2ccccc2)cc1
24,-3,Cc1nc2ccc(N=NN(C)C)cc2[nH]1
31,-4,Cc1ccc(/C=N/NC(=O)c2ccncc2)o1
2,-4,O=C(NC1CCCC1)C1CC(O)CN1C(=O)Nc1ccccc1 (stereo unspecified)
4,0,Cc1cc(C)cc(OCC(=O)Nc2ccc(N3CCCC3)cc2)c1
6,-6,O=C(CN1CCC(NC(=O)c2ccccc2)CC1)NCc1ccccc1F
12,1,O=C(N/N=C/C(Br)=C\c1ccccc1)c1n[nH]c2c1CCC2
9,-18,COc1ccc(Cl)cc1N(C(C)C(=O)NC1CCCC1)S(C)(=O)=O (stereo unspecified)
2,5,CCC(c1nnc(SCC(=O)Nc2nnc(-c3ccccc3)o2)o1)N(C)C (stereo unspecified)
28,-23,O=C(c1ccc(F)cc1)N1CCCCC(Sc2nnnn2-c2ccccc2)C1=O (stereo unspecified)
22,-4,O=C(O)c1cc(-c2ccc(N3CCOCC3)cc2)nn1-c1ccc(F)cc1F
13,-21,CCOc1ccc(C(C)=O)cc1COC(=O)C(C)N=C1NS(=O)(=O)c2ccccc21 (stereo unspecified)
20,-11,O=C(NCc1ccc2c(c1)OCO2)c1ccc(Cl)c(S(=O)(=O)NCc2ccccc2)c1
-6,-37,Cc1c(C(=O)NCC2COc3ccccc3O2)oc2ccc(S(=O)(=O)N(C)C3CCCCC3)cc12 (stereo unspecified)
26,-23,O=C(COCc1cc(-c2ccc3c(c2)OCO3)on1)N1CCN(c2cccc(C(F)(F)F)c2)CC1
-2,-9,CN(CC(=O)Nc1ccc(Cl)cc1)c1ccc(S(=O)(=O)N2CCCCC2)cc1[N+](=O)[O-]

Going on with the list:
OX1R antag-2,OX1R antag-1,canonical_smiles
31,-28,O=C(O)c1ccccc1C(=O)N1CC=C(c2ccccc2)CC1
16,-5,Cc1ccc(S(=O)(=O)Nc2ccc(C(=O)N3CCCC3)cc2)c(C)c1NS(C)(=O)=O
10,3,CN1CCN(CCN2CCn3c2nc2ccccc23)CC1
3,-14,CC(NC(=S)Nc1ccccc1Cl)C(c1cccs1)N1CCCC1 (stereo unspecified)
1,-10,COc1ccc(-n2c(C)cc(C(=O)COc3ccc(-n4cnnn4)cc3)c2C)cc1
27,-17,O=C(NC1CCCCCCC1)c1ccccc1-c1ccccc1
19,-6,c1ccc2nc3[nH]cnc3nc2c1
20,-25,CCc1cccc(NC(=O)Cn2c(-c3ccccc3)cc(C(C)=O)c2C)c1
6,-3,O=[N+]([O-])c1ccc(Cl)cc1N1CCOCC1
24,3,COc1ccc(C(=O)NCc2oc(-c3ccccc3)cc2C(=O)O)cc1
18,-24,COCCCNC(=O)Cc1c(C)c2cc3c(cc2oc1=O)OC(C)(C)CC3
47,-1,O=c1cc(C(F)(F)F)nc(SCc2cccc3ccccc23)[nH]1
10,-10,CCOCCCNS(=O)(=O)c1cc(Br)cc2c1N(C(=O)C1CC1)CC2
17,-3,COC(=O)c1cn(NC(=O)/C=C/c2cccc(OC)c2OC)c(=O)c2ccccc12
15,-8,CSc1ccc(CN2CCC(n3nccc3NC(=O)C3CCOC3)CC2)cc1 (stereo unspecified)
3,-32,CCC1CN(C(=O)N2CCC(C(=O)Nc3ccccc3OC)CC2)c2ccccc2O1 (stereo unspecified)
3,-23,Cc1cc(C)nc(SCC(=O)Nc2ccc(Br)cn2)n1
8,-13,C=CC[n+]1c(-c2ccccc2)csc1NC(C)(C)C
19,-40,O=S(=O)(c1ccc(F)c2ccccc12)N1CCCCC1
8,-10,Cc1[nH]c2ccc(C(=O)NCCCN3CCN(C)CC3)cc2c1C
11,-5,COc1ccc(-c2ccc(CCC(=O)O)o2)cc1
11,-19,CN1CCN(C(=O)/C(=C/c2cn(S(=O)(=O)N(C)C)c3ccccc23)NC(=O)c2ccccc2Cl)CC1
7,-21,CCOC(=O)CN1C(c2ccc(O)cc2)Nc2ccc(Br)cc2C1c1ccccc1 (stereo unspecified)
12,-14,COc1ccc(C)cc1NC(=O)NCc1ccc(F)cc1
15,-10,O=C(Cn1nnc2ccccc21)NNC(=O)c1ccccc1
10,-13,CCc1ccc(C(=O)CN2C(=O)C(C)N(c3ccc(C)cc3)C2=O)cc1 (stereo unspecified)
4,-9,COc1cc2c(cc1NC(=O)CSc1nnnn1-c1ccccc1)oc1ccccc12
18,-38,CCOc1ccc(CCNC(=O)Cn2nc(C)c3c(C)n(-c4ccccc4)nc3c2=O)cc1OCC
7,-15,CC(C)N1CSC(=S)N(Cc2ccccc2)C1
11,-11,CC(C)[C@H](NC(=O)[C@@H]1Cc2c([nH]c3ccccc23)C2c3ccccc3C(=O)N21)C(=O)N1CCC[C@@H]1C(=O)O (stereo partly specified)
31,-27,CC(C)(C)NC(=O)C1Cc2ccccc2CN1C(=O)Nc1ccccc1Cl (stereo unspecified)
19,-17,COc1ccc(C(=O)OCC(=O)NCCN2C(=O)CSC2=O)cc1[N+](=O)[O-]
14,-12,Cc1ccc(N2C(=O)C3C4CC(=O)C(c5ccccc54)C3C2=O)cc1C (stereo unspecified)
38*,-3,Cc1ccc(C)c(S(=O)(=O)N2CCCC2CNC(=O)C(=O)NCCc2ccccc2)c1 (stereo unspecified)
11,-4,COc1cc2nc(Cl)nc(N3CCOCC3)c2cc1OC
8,-23,Cc1ccc(-c2nc(C)sc2CC(=O)Nc2cccc(C)c2C)cc1
12,-1,Cc1nn(C)cc1/C=C(/C#N)C(N)=O
2,-5,CC(C)(C)c1oc(C(=O)O)cc1CN1CCOCC1
29,-10,Cc1cc(NC(=O)CSc2nc3c(C)cccc3cc2C#N)no1
9,-25,Cc1cc(/C=C2\Cc3ccccc3C2=O)c(C)n1-c1ccccc1
6,-14,CC[C@]12c3[nH]c4ccc(Cl)cc4c3CCN1C(=O)[C@@H](CC(=O)NCc1ccc(OC)c(OC)c1)C[C@@H]2C(=O)N1CCN(C(=O)C2CC2)CC1
2,-20,CC(c1cccs1)N(Cc1ccco1)C(=S)Nc1ccccc1Cl (stereo unspecified)
